Bioassay records: PubChem BioAssay, National Center for Advancing Translational Sciences (NCATS)
FH mod: Identification of activators of human fumarate hydratase by quantitative high-throughput screening | Potency, µM (doses to about 79.9 µM), inactives show at the top dose activity change, negative = inhibition, actives largely listed as inhibitors | AID 1347055, 2019 | FH coupled MDH/diaphorase resazurin fluorescence, 15 min | hit rate 0.22% among 54,000 | Fumarate hydratase, mitochondrial (Homo sapiens), P07954; further: potency means the concentration at half of the fitted maximal effect; on the % scale 0 is the no-effect control and ±100 the full control effect; the screen sought activators but most active calls are inhibition curves; nearly all actives have a fitted effect of over 45% in size
NTMT1 inh: NTMT1 methyltransferase inhibition | NTMT1 MTase-Glo SAH luminescence, purified enzyme | Potency, µM (highest dose often 114 µM), for inactives: at the highest dose activity change, negative = inhibition, most hits filed as inhibitors | hit rate 2.5% among 59,000;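 further: potency means the concentration at half of the fitted maximal effect; plate controls were DMSO vehicle for no effect and no enzyme for full effect; nearly all actives have a fitted effect of over 65% in size; many of its hits are not listed in these tables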
Target sequence (Q9BV86 whole entry, looked up): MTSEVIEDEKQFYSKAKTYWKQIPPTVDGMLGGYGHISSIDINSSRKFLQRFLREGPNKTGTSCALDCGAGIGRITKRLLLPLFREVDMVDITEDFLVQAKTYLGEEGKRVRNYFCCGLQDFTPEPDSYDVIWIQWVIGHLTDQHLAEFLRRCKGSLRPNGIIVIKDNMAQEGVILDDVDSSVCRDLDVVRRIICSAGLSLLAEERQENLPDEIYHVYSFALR
B2AR arrestin ag: beta-arrestin recruitment by human beta2-adrenergic receptor ligands. P07550. HTLA Tango cells, beta-arrestin recruitment, luciferase luminescence, 18 h. Potency, µM (titrated, usually from 46.1 µM), inactives show top-dose activation, hits mostly activators. 44,000 tested, under 10 active. AID 1347077;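 further: potency means the concentration at half of the fitted maximal effect; 0% = DMSO and full agonism = EC100 isoproterenol or metaproterenol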
Target sequence (P07550 whole entry, looked up): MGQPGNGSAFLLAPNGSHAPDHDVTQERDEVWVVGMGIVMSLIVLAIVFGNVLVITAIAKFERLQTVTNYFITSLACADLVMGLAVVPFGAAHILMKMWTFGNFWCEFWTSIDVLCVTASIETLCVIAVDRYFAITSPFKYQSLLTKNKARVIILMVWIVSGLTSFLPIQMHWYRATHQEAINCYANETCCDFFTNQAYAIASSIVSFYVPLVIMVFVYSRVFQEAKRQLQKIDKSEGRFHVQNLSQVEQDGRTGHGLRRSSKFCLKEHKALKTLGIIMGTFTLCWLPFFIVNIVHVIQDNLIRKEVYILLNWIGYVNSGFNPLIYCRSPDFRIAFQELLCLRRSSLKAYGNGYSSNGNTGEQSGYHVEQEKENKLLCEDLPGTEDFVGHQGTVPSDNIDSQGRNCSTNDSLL
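Ligand-induced beta-arrestin recruitment to recombinant beta2-AR is measured via a tTA-driven luciferase reporter in Tango cells after 18 hr compound exposure at 37 degrees C. Concentrations span up to 46 microM.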
p53null 39C tox: selectivity test: cytotoxicity in p53 null cells, nonpermissive temperature. H1299 p53-null (neo) cells, 39C, ATPlite viability, 24 h. Potency, µM (highest dose often 46.1 µM), for the others: at the top dose activity, negative = cell killing, hits mostly cytotoxic. hit rate 0.97% among 55,000. AID 904;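 further: potency means the concentration at half of the fitted maximal effect; 0% = DMSO only and -100% = full killing by 100 µM tamoxifen; nearly all actives have a fitted effect of over 50% in size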
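Luminescent ATP signal reported cell survival after H1299 lines (neo, p53 null; or p53 A138V) received up to 46 uM compound and 24 hr incubation at 39C.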
GALK inh: GALK (human) enzyme inhibition; recombinant GALK, Kinase-Glo ATP luminescence, 1 h; Potency, µM (series often up to 57.5 µM), inactives show at the top dose activity, negative = inhibition, most hits filed as inhibitors; 44,000 tested, under 10 active; AID 1347072;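 further: plate controls were full GALK reaction for no effect and reaction lacking GALK for full effect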
Target sequence (P51570 whole entry, looked up): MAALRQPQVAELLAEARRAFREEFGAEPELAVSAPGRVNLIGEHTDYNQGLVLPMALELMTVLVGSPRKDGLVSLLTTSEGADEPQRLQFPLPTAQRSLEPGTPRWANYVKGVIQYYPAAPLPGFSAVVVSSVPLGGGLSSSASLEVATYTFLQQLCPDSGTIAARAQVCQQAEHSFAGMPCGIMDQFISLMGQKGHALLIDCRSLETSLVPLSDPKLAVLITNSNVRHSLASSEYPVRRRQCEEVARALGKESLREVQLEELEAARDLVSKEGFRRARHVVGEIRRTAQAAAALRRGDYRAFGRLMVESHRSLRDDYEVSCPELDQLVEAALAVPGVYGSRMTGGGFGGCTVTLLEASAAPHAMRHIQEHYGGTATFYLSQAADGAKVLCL
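5 nM GALK with 35 µM ATP and 100 µM galactose in HEPES pH 8.0, MgCl2, NaCl, DTT, BSA; 1 h RT reaction, remaining ATP detected by Kinase-Glo Plus luminescence after 10 min; qHTS concentration series.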
p53null 32C kill: p53 null cell cytotoxicity, permissive temperature | H1299-neo p53 null cells, ATP luminescence, 24 h, 32C | Potency, µM (series often up to 46.1 µM), for inactives: top-dose activity change, negative = cytotoxicity, usual class: cytotoxic | hit rate 0.62% among 55,000 | AID 903;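 further: potency means the concentration at half of the fitted maximal effect; 0% = DMSO only and -100% = full killing by 100 µM tamoxifen; nearly all actives have a fitted effect of over 55% in size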
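Cells lacking p53 (H1299-neo) are plated at 600 per well and allowed to settle overnight at 37C. Test compounds (up to 46 uM) are added and held 24 hours at 32C, then ATP is quantified by luminescence.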
PTAP-TSG101 blk: inhibitors of HIV-1 PTAP binding to human TSG101, validation; Q99816; Fluorescence polarization, FITC-PTAP peptide/Tsg101, 20 min; Potency, µM (titrated, usually from 115 µM), without a hit: at the top dose activity change, negative = inhibition, most hits filed as inhibitors; 44,000 tested, under 10 active; further: potency means the concentration at half of the fitted maximal effect; 0% is about no effect
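Fluorescence polarization binding of Tsg101 binding domain (10 uM final) to FITC-labeled PTAP-motif peptide (50 nM final) in HEPES pH 7.5/NaCl/Tween 20/EDTA/TCEP buffer; 20 min at r.t. Actives by curve class, <25 µM, efficacy <60% inhibition.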
* = called active by the depositor; u = inconclusive; x = no result given; [ ] = dose if it differs, or a comment. The call rests on the fitted dose curve; in most records, active means well fitted curve in the direction sought with a large enough effect; inconclusive means small, poorly fitted or top-dose-only effect, or another doubt; inactive means no such curve, though single readings can be large; an effect the other way counts as inactive or inconclusive. Not all compounds are listed; rates above refer to the full screens.

| smiles | FH mod | B2AR arrestin ag | NTMT1 inh | p53null 32C kill | p53null 39C tox | PTAP-TSG101 blk | GALK inh |
| --- | --- | --- | --- | --- | --- | --- | --- |
| O=C(Nc1nc2n(n1)C(c1ccccc1)C=C(c1ccc(Cl)cc1)N2)c1ccco1 (centres undefined) | 3.9% | -1.4% | 5.7% | -1.5% | -15.9% | -3.3% | 2.7% |
| O=C(Nc1ccccc1F)c1oc2ccccc2c1NC(=O)C12CC3CC(CC(C3)C1)C2 | -8.7% | 1.6% | 6.2% | 3.2% | -2.4% | -0.7% | -1.7% |
| CCOc1ccccc1NC(=O)c1ccc2c(c1)CCN2S(=O)(=O)c1ccc(C)cc1 | -16.7% | -0.5% | 5.9% | -1.5% | -22.1% | 0.3% | 2.8% |
| Cc1oc(-c2ccccc2)nc1Cn1c(SCc2cccc(C(F)(F)F)c2)nc2cccnc21 | u | -0.3% | 22.4% | -4.0% | -4.8% | 0.5% | 0.5% |
| COc1cc(CNc2ccc3[nH]c(=O)[nH]c3c2)ccc1OCc1ccccc1F | -37.3% | -0.5% | -6.9% | -14.1% | -16.4% | 1.5% | 1.8% |
| Cc1ccc(-c2c(CN3CCN(c4cccc(C(F)(F)F)c4)CC3)csc2C)cc1 | 0.0% | 0.0% | 9.7% | -5.8% | -21.6% | -2.4% | -0.7% |
| Cn1cc(S(=O)(=O)c2ccccc2)c(=O)c2cc(F)c(N3CCN(c4ccccc4)CC3)cc21 | -8.8% | 0.2% | 2.1% | -11.6% | -2.6% | -1.4% | -2.6% |
| CCOc1ccccc1Nc1sc(C(=O)c2ccccc2)c(N)c1C(=O)Nc1ccccc1 | 20.3% | -1.3% | 12.7% | -19.1% | 11.1% | 0.6% | -0.1% |
| Cc1ccc2c(c1)-c1c(cnn1CC(=O)N1CCN(c3cc(Cl)ccc3C)CC1)CO2 | -14.9% | 0.4% | -14.6% | -1.5% | -16.5% | -14.6% | -2.8% |
| O=C(COc1ccc2oc3c(c2c1)CCCC3)Nc1ccc(Cl)cc1 | 6.3% | 0.5% | 16.8% | -3.9% | 15.8% | -1.7% | -0.1% |
| COc1ccc(-n2nc(C(=O)Nc3ccc(C(C)=O)cc3)nc2-c2ccccc2)cc1 | -12.6% | -2.9% | 16.8% | 8.6% | -9.6% | 0.0% | -11.9% |
| Cc1cccc(-c2nc(Cn3c(=O)cc(-c4ccccc4)c4c(C)nn(C)c43)c(C)o2)c1 | -23.2% | -0.3% | -0.3% | 5.8% | 16.8% | 0.0% | 1.3% |
| COc1ccc(-c2cc(C(F)(F)F)nc(SCCC(=O)Nc3ccc(OC)c(OC)c3)n2)cc1 | -9.4% | 0.6% | -17.6% | -5.2% | -15.1% | -3.6% | 2.1% |
| Cc1cc(Nc2ccc(F)cc2)nc(-n2nc(C)cc2C)n1 | 6.6% | 0.9% | 7.4% | -12.0% | -7.1% | -10.1% | -0.5% |
| CCOc1c(CC2C(=O)Nc3ccc(Br)cc32)cccc1OC (centres undefined) | -9.9% | -3.8% | -5.3% | 7.6% | 13.7% | -10.6% | 0.3% |
| COc1ccc(C(=O)N2CCC(c3c[nH]c4ccccc34)(c3c[nH]c4ccccc34)CC2)cc1 | -17.9% | -4.3% | 18.7% | 23.8% | -1.1% | -3.8% | 0.2% |
| COc1cc(OC)c(NC(=O)Cn2c(=O)cc(C)c3c(C)nn(-c4ccc(C)cc4)c32)cc1Cl | -3.2% | -0.7% | 4.4% | -14.0% | -2.0% | 3.1% | 0.5% |
| CCOc1ccc(OCC)c(NC(=O)C2CCN(c3nnc(-n4cccc4)s3)CC2)c1 | 9.3% | -0.8% | -27.4% | -6.1% | -8.8% | 0.6% | 0.7% |
| COc1ccc2c(c1)c1c(c(=O)n(-c3ccc(OC)c(OC)c3)c(=O)n1Cc1ccccc1F)n2C | -25.1% | 0.3% | u | -0.9% | 29.6% | -1.1% | -0.6% |
| CCOc1ccc(NC(=O)c2c(C)nn(-c3ccc(F)cc3)c2-n2cccc2)cc1 | -6.8% | 0.4% | -1.2% | -2.6% | -3.2% | -4.7% | 2.9% |
| COc1ccc(N2CC(NC(=O)/C=C\c3ccccc3)CC2=O)cc1OC (centres undefined) | 8.3% | -3.5% | 14.4% | 2.3% | -1.2% | -0.5% | 0.7% |
| CC(=O)N1c2ccc(S(=O)(=O)N3CCN(c4cc(Cl)ccc4C)CC3)cc2CC1C (centres undefined) | -24.5% | -0.3% | 5.0% | -0.2% | -10.8% | 2.2% | 2.7% |
| COc1ccc(C2c3c(n(C)c4ccccc34)C(=O)N2CC(=O)Nc2ccccc2F)cc1 (centres undefined) | -26.9% | -0.4% | u | 3.2% | 33.9%[activator] | 3.3% | -1.6% |
| CCc1cccc(CC)c1NC(=O)CCS(=O)(=O)c1ccc(Br)s1 | -14.4% | 0.2% | -6.1% | -6.0% | -11.7% | -0.7% | 5.3% |
| O=C(Nc1cccc(Cl)c1)c1ccc(F)c(S(=O)(=O)N2CCC3(CC2)OCCO3)c1 | -18.8% | 2.1% | -5.8% | -0.7% | 2.5% | -1.1% | 3.5% |

Some of the entries so far, as labelled records.
molecule: Cc1ccc2c(c1)-c1c(cnn1CC(=O)N1CCN(c3cc(Cl)ccc3C)CC1)CO2
  FH mod: -14.9%	B2AR arrestin ag: 0.4%	NTMT1 inh: -14.6%	p53null 32C kill: -1.5%	p53null 39C tox: -16.5%	PTAP-TSG101 blk: -14.6%	GALK inh: -2.8%

molecule: O=C(Nc1nc2n(n1)C(c1ccccc1)C=C(c1ccc(Cl)cc1)N2)c1ccco1 (centres undefined)
  FH mod: 3.9%	B2AR arrestin ag: -1.4%	NTMT1 inh: 5.7%	p53null 32C kill: -1.5%	p53null 39C tox: -15.9%	PTAP-TSG101 blk: -3.3%	GALK inh: 2.7%

molecule: CCOc1ccc(NC(=O)c2c(C)nn(-c3ccc(F)cc3)c2-n2cccc2)cc1
  FH mod: -6.8%	B2AR arrestin ag: 0.4%	NTMT1 inh: -1.2%	p53null 32C kill: -2.6%	p53null 39C tox: -3.2%	PTAP-TSG101 blk: -4.7%	GALK inh: 2.9%

molecule: CCc1cccc(CC)c1NC(=O)CCS(=O)(=O)c1ccc(Br)s1
  FH mod: -14.4%	B2AR arrestin ag: 0.2%	NTMT1 inh: -6.1%	p53null 32C kill: -6.0%	p53null 39C tox: -11.7%	PTAP-TSG101 blk: -0.7%	GALK inh: 5.3%

(continued)
| smiles | FH mod | B2AR arrestin ag | NTMT1 inh | p53null 32C kill | p53null 39C tox | PTAP-TSG101 blk | GALK inh |
| --- | --- | --- | --- | --- | --- | --- | --- |
| CCOC(=O)C1CCN(C(=O)c2ccc3c(c2)sc2nc(-c4ccc(OCC)cc4)cn23)CC1 | -28.5% | 0.1% | 6.4% | 11.1% | -4.3% | -11.3% | 2.6% |
| Cc1nc2ccn(Cc3cccnc3)c(=O)c2cc1C(=O)N1CCN(c2ccc(F)cc2)CC1 | 2.4% | 0.0% | 2.5% | -6.2% | -5.0% | -9.4% | -2.2% |
| Cc1cc(=O)n2nc(N3CCC(C(=O)Nc4ccc(C)c(Cl)c4)CC3)sc2n1 | -0.3% | -3.9% | u | 9.6% | -26.6% | -1.5% | -0.7% |
| Cc1c(Cl)cccc1-n1ncc(C(=O)Nc2ccc3c(c2)OCCO3)c1C1CCN(C(=O)OC(C)(C)C)CC1 | u | -0.6% | 2.1% | 13.4% | 17.7% | -2.8% | 0.0% |
| COc1ccc(NC(=O)Cn2nnc3sc4c(c3c2=O)CCC(C)C4)c(OC)c1 (centres undefined) | -23.5% | 0.2% | u | -1.0% | -3.7% | 1.5% | 3.5% |
| CCOC(=O)c1ccccc1NC(=O)CSc1ccc(-c2sc(C)nc2C)nn1 | -11.3% | -1.0% | -4.7% | -3.5% | -1.0% | -3.8% | 1.0% |
| CCCCc1nn2c(=O)cc(COC(=O)c3cccc(NC(=O)COc4ccccc4)c3)nc2s1 | -11.1% | 0.4% | 12.9% | -9.0% | -10.1% | 2.0% | 2.5% |
| CC1CN(C(=O)N2CCC(C(=O)NCCCc3ccccc3)CC2)c2cc(Cl)ccc2O1 (centres undefined) | -6.1% | -0.7% | 8.7% | -4.7% | 2.6% | -2.5% | -1.7% |
| Cc1cn(C)c(CC(=O)N2CCN(c3ccccc3F)CC2)c1C(=O)O | 7.8% | -3.3% | 12.9% | -3.5% | 3.0% | -1.0% | -1.3% |
| CC(=O)c1ccc(N2CCN(C(=O)c3cc4cc5cc(C)ccc5nc4s3)CC2)cc1 | -4.8% | -1.0% | -12.8% | -2.3% | -25.4% | 1.4% | 2.3% |
| Cc1ccc(NC(=O)N2CCC(CN3CCCC3)CC2)c(C)c1 | 2.8% | 0.0% | -7.6% | -2.6% | -8.3% | 0.9% | 2.2% |
| CC1CC(=O)N(CC(=O)Nc2ccc(F)cc2F)c2ccccc2S1 (centres undefined) | 4.0% | 0.3% | 14.9% | -4.2% | 10.1% | -0.5% | -0.8% |
| COC(=O)c1c(C)oc2c1cc(NS(=O)(=O)c1c(C)cc(C)cc1C)c1ccccc12 | x | -1.5% | x | 14.3% | 34.0%[activator] | -0.3% | -0.5% |
| CCOc1ccc(CCNC(=O)c2cc3sc(CC)cc3n2C)cc1OCC | u | 0.6% | -4.4% | 32.1%[activator] | 21.4% | -4.7% | -0.5% |
| CC(=O)c1ccc(NC(=O)CSC2=Nc3ccccc3N=C(c3ccc(F)cc3)C2)cc1 | -11.8% | -1.2% | 6.8% | -5.2% | 40.9%[activator] | 1.0% | -0.5% |
| Cc1cccc(NC(=O)/C(C#N)=C/c2ccc(C)o2)c1 | -21.8% | -0.4% | -3.4% | -19.8% | -25.7% | 4.6% | 0.0% |
| CCC1CCCCN1CC(=O)Nc1cc(C)c2c(=O)oc3ccccc3c2n1 (centres undefined) | -3.8% | 0.6% | -0.9% | -2.3% | -18.1% | -6.6% | 3.3% |
| CCCn1c(SCc2nc(-c3ccc(OC)cc3OC)no2)nnc1-c1ccc(Cl)cc1 | -16.5% | -0.6% | 3.4% | 7.9% | 23.7% | 2.3% | 0.6% |
| Cc1ccc(-n2nc(C)c3c(C(=O)NCCc4ccc(S(N)(=O)=O)cc4)cc(C)nc32)cc1 | -18.2% | -0.4% | -3.1% | 19.5% | -8.4% | -1.1% | 2.2% |
| Cc1ccc(C(=O)N2CCN(c3cccc(Cl)c3)CC2)cc1-n1c(C)nc2cccnc21 | -11.6% | -1.4% | 11.2% | 3.1% | -14.5% | -1.5% | -0.5% |
| COCCNC(=O)C(=O)NCC(c1cccnc1)N1CCN(c2ccccc2OC)CC1 (centres undefined) | -19.6% | -0.4% | 5.4% | 28.6% | u | -5.9% | 3.4% |
| Cc1ccc2c(c1)N(C(=O)CCC(=O)Nc1ccccc1Cl)CC(C)O2 (centres undefined) | -17.8% | -3.2% | -2.2% | -14.8% | -12.5% | 2.2% | 2.1% |
